BCLXL inh: inhibitors of human Bcl-xL, primary screen, biochemical, fluorescence polarization, HTS. GST-Bcl-xL / FITC-Bim BH3 peptide fluorescence polarization. inhibition, % at 10.9 µM. 320,000 tested, 0.7% active. AID 2129, 2009;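 active = inhibition above the mean of all tested compounds plus 3 SD, cutoff set per campaign, cut at about 30% in these data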;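 note: 0% = DMSO wells and 100% = unlabeled Bim-BH3 peptide competitor; inhibitors lower millipolarization by displacing the labeled peptide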
GLD-1 TGE inh: GLD-1/TGE RNA complex disruptors, primary screen, biochemical, fluorescence polarization. Female germline-specific tumor suppressor gld-1 (Caenorhabditis elegans), Q17339. purified GLD-1 + fluorescein TGE RNA. inhibition, % at 5.96 µM. 320,000 tested, 0.44% active. AID 2280, 2010;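 active = percent inhibition above a per-plate cutoff, the plate mean of test compounds plus 3 SD, cut at about 30% in these data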;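 note: 0% = DMSO wells with GLD-1 and probe and 100% = wells lacking GLD-1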
Target sequence (Q17339 whole entry, looked up): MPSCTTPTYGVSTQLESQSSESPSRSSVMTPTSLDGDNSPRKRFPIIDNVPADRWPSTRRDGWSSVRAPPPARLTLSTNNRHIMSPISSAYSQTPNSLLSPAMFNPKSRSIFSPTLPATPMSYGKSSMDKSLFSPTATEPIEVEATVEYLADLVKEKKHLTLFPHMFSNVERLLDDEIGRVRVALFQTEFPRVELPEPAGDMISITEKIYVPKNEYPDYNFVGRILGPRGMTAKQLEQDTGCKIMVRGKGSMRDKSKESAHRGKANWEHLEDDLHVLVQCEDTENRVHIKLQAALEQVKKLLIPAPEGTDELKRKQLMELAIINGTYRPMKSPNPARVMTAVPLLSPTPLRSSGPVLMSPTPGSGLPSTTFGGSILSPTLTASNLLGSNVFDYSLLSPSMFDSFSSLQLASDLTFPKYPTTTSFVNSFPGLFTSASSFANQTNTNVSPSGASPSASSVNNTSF
MEX-5 binding: MEX-5 zinc finger RNA-binding disruptors – biochemical, C. elegans, fluorescence polarization, MLPCN library, primary screen. Zinc finger protein mex-5 (Caenorhabditis elegans), Q9XUB2. MEX-5/FITC-TCR2 RNA binding; hits give low values. activity score (negative = inhibition of binding), % at 10 µM. 300,000 tested, 0.38% active;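 active = inhibition past about -25% in most replicates, and total fluorescence under double the plate's negative control median, limit read from the data; inconclusive = replicates evenly split on the limit, or fluorescence at least double controls; inactive = too little inhibition in most replicates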;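 note: 0% = DMSO and -100% = 5 µM competing unlabeled TCR2 RNA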
Target sequence (Q9XUB2 whole entry, looked up): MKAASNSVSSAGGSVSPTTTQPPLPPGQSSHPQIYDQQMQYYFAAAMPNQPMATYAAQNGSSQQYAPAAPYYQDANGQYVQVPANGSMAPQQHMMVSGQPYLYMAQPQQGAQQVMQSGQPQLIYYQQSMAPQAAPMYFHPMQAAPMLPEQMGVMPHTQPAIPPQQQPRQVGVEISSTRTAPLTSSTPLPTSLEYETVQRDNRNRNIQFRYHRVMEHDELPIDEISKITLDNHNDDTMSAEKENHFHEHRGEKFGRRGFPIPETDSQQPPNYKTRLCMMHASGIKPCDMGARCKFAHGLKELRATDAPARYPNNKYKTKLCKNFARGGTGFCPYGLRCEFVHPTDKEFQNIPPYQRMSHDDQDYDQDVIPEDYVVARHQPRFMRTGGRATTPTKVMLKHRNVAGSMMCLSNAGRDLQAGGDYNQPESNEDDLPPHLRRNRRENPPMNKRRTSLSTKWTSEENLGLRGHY
CIT2 TOR yeast: modulators of CIT2-GFP expression in yeast, primary screen, S. cerevisiae, GFP fusion, multiplex flow cytometry, MLPCN library | S. cerevisiae CIT2-GFP strain, 3 h; 100 means same as DMSO wells | GFP response vs DMSO, % at 10 µM | 320,000 tested, 0.065% active;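 active = GFP response relative to DMSO above a set limit, near the screen mean plus 3 SD, cut at about 150% in these data; inconclusive = Fewer than 70 cells measured for a yeast strain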;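 note: ratio of well median GFP fluorescence to mean of DMSO wells on the plate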
CR mimetic SO: reduction of superoxide in aged yeast, primary screen, HTS | AID 2690, 2010 | 330,000 tested, 0.18% active | superoxide response (% of plate mean), % at 10 µM | S. cerevisiae aged cells, superoxide DHE fluorescence; hits give low values;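 active = superoxide response under a set limit, about three screen SD below normal, cut at about 65% in these data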;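 note: yeast aged for seven days with compound at 30 °C before DHE staining; 100% = average MFI of all compound-treated wells on the plate with controls excluded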
AGP1 TOR yeast: modulators of AGP1-GFP expression in yeast TOR pathway, primary screen, cell-based, multiplex flow cytometry, S. cerevisiae, MLPCN library; 3 h; GFP as percent of DMSO wells; GFP response vs DMSO, % at 10 µM; 320,000 tested, 0.02% active; AID 2066, 2009;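 active = GFP response relative to DMSO above a set limit, near screen average plus 3 SD, cut at about 150% in these data; inconclusive = fewer than 70 cells counted for the yeast strain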;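 note: median GFP channel fluorescence of the gated AGP1 strain per well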
MCL1 BIM primary: inhibitors of MCL1 binding to BIM-BH3, primary screen, biochemical, fluorescence polarization | Induced myeloid leukemia cell differentiation protein Mcl-1 (Homo sapiens), Q07820 | 320,000 tested, 0.68% active | AID 2057, 2009 | GST-MCL1 / FITC-Bim-BH3 fluorescence polarization | inhibition, % at 10.9 µM;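 active = inhibition above the mean inhibition of all tested compounds plus 3 SD, set per campaign, cut at about 40% in these data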;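 note: 0% = DMSO wells and 100% = unlabeled Bim-BH3 peptide control; higher means more loss of mP so more displacement of Bim peptide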
GRK2 inh: compounds blocking aptamer binding on GRK2 – biochemical, human GRK2, bead flow cytometry, HTS, primary screen; Beta-adrenergic receptor kinase 1 (Homo sapiens), P25098; FAM-aptamer displacement from GRK2; inhibition of aptamer binding, % at 10 µM; 330,000 tested, 0.59% active; AID 488847, 2010;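 active = inhibition of aptamer binding above 40%, roughly 3 SD of noise, on plates passing a quality check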;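 note: median bead fluorescence of bound FAM aptamer so fluorescent compounds give negative values; no value below 0 was filed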
VLA-4 inh: inhibition in human VLA-4 binding assay, primary screen, VLA-4 allosteric modulator project, MLPCN library, flow cytometry, VLA-4 expressing cells. Integrin alpha-4 (Homo sapiens), P13612. ligand binding flow cytometry. inhibition, % (about 7 µM as worked out from the volumes in the protocol). 330,000 tested, 0.2% active. AID 2557, 2010; in the data active = inhibition above about 50%
An asterisk follows results filed as active; [ ] = another dose, or the depositor's remark.

What do the screens show for `CC(NC(=O)COc1cccnc1[N+](=O)[O-])c1ccc(F)cc1` (centres undefined)?
BCLXL inh: 7.6; GLD-1 TGE inh: 3.1; MEX-5 binding: 0.6; CIT2 TOR yeast: 102.6; CR mimetic SO: 105.2; AGP1 TOR yeast: 106.8; MCL1 BIM primary: 3.8; GRK2 inh: 1.0; VLA-4 inh: 3.0

Results for CN(CC(=O)Nc1c(Cl)cccc1Cl)C(=O)Cn1[nH]c(=O)c2ccccc2c1=O ?
BCLXL inh: 3.8; GLD-1 TGE inh: 1.2; CIT2 TOR yeast: 92.0; CR mimetic SO: 89.5; AGP1 TOR yeast: 100.6; MCL1 BIM primary: 6.8; GRK2 inh: 0.0; VLA-4 inh: 8.1

What do the screens show for `CCn1nnnc1NCc1cccn1C`?
BCLXL inh: 5.6; GLD-1 TGE inh: 9.0; MEX-5 binding: 0.1; CIT2 TOR yeast: 95.7; CR mimetic SO: 99.1; AGP1 TOR yeast: 103.0; MCL1 BIM primary: 10.7; GRK2 inh: 1.0; VLA-4 inh: 6.4

Results for Cc1cccc2[nH]c(SCC(=O)N3CCOCC3)nc12 ?
BCLXL inh: 1.3; GLD-1 TGE inh: -1.9; MEX-5 binding: -1.2; CIT2 TOR yeast: 118.7; CR mimetic SO: 84.1; AGP1 TOR yeast: 105.8; MCL1 BIM primary: 1.4; GRK2 inh: 0.0; VLA-4 inh: 16.4

Results for COc1ccc(CCNC(=O)C(=O)NCC2OCCN2S(=O)(=O)c2ccc(OC)cc2)cc1 (centres undefined) ?
BCLXL inh: 5.6; GLD-1 TGE inh: 1.4; MEX-5 binding: -2.3; CIT2 TOR yeast: 107.7; CR mimetic SO: 84.2; AGP1 TOR yeast: 110.0; MCL1 BIM primary: -1.7; GRK2 inh: 0.0; VLA-4 inh: 3.9

What do the screens show for `CC(=O)c1ccccc1NC(=O)COC(=O)c1ccccc1NC(=O)c1ccccc1`?
BCLXL inh: 7.8; GLD-1 TGE inh: 3.4; CIT2 TOR yeast: 720.1*[may fluoresce green]; CR mimetic SO: 101.0; AGP1 TOR yeast: 224.5*[may fluoresce green]; MCL1 BIM primary: -1.1; GRK2 inh: 0.0; VLA-4 inh: 0.0

How did CC(C)(C)S(=O)(=O)c1cnc2c(-c3ccc(Cl)cc3)cnn2c1N do in these assays?
BCLXL inh: 6.4; GLD-1 TGE inh: 8.6; MEX-5 binding: 1.0; CIT2 TOR yeast: 111.5; CR mimetic SO: 121.3; AGP1 TOR yeast: 105.9; MCL1 BIM primary: 10.6; GRK2 inh: 0.0; VLA-4 inh: 17.1

What do the screens show for `CCCCSc1nc(N)c(NC(=O)c2ccco2)c(=O)[nH]1`?
BCLXL inh: 0.2; GLD-1 TGE inh: -5.9; MEX-5 binding: -0.6; CIT2 TOR yeast: 85.7; CR mimetic SO: 110.6; AGP1 TOR yeast: 87.8; MCL1 BIM primary: -4.9; GRK2 inh: 6.0; VLA-4 inh: 11.3

How did CC(=O)c1ccc(S(=O)(=O)Nc2ccc(N3CCOCC3)cc2)cc1 do in these assays?
BCLXL inh: 7.8; GLD-1 TGE inh: 1.0; MEX-5 binding: -0.3; CIT2 TOR yeast: 103.8; CR mimetic SO: 118.1; AGP1 TOR yeast: 102.3; MCL1 BIM primary: 10.1; GRK2 inh: 8.0; VLA-4 inh: 3.1

What do the screens show for `CCc1cccc(CC)c1NC(=O)c1ccccc1`?
BCLXL inh: 6.7; GLD-1 TGE inh: -1.0; MEX-5 binding: 1.0; CIT2 TOR yeast: 104.6; CR mimetic SO: 93.8; AGP1 TOR yeast: 97.3; MCL1 BIM primary: 13.4; GRK2 inh: 3.0; VLA-4 inh: 2.1

How did O=C(NCC1CCCO1)c1ccc(CS(=O)(=O)Cc2ccc(F)cc2)o1 (centres undefined) do in these assays?
BCLXL inh: 3.5; GLD-1 TGE inh: 0.8; MEX-5 binding: inconclusive; CIT2 TOR yeast: 116.7; CR mimetic SO: 96.5; AGP1 TOR yeast: 126.3; MCL1 BIM primary: 2.6; GRK2 inh: 1.0; VLA-4 inh: -3.8

How did COc1ccc(NC(=O)COC(=O)CCCN2C(=O)c3ccccc3C2=O)cc1Cl do in these assays?
BCLXL inh: 3.2; GLD-1 TGE inh: 0.3; MEX-5 binding: 1.5; CIT2 TOR yeast: 92.9; CR mimetic SO: 114.5; AGP1 TOR yeast: 92.4; MCL1 BIM primary: -3.3; GRK2 inh: 1.0; VLA-4 inh: -1.5

Results for Cc1c(NC(=O)c2cccc(NC(=O)COc3cccc(Br)c3)c2)c(=O)n(-c2ccccc2)n1C ?
GLD-1 TGE inh: -3.4; CIT2 TOR yeast: 86.6; CR mimetic SO: 104.8; AGP1 TOR yeast: 91.6; GRK2 inh: 3.0; VLA-4 inh: 15.3

What do the screens show for `COC(C(=O)N/N=C(\C)CC(=O)Nc1ccc(Cl)cc1C)c1ccccc1` (centres undefined)?
BCLXL inh: 3.9; GLD-1 TGE inh: 6.0; MEX-5 binding: -1.1; CIT2 TOR yeast: 99.7; CR mimetic SO: 117.7; AGP1 TOR yeast: 96.0; MCL1 BIM primary: 5.4; GRK2 inh: 5.0; VLA-4 inh: 7.8

How did OCCN1CCN(CC/C=C2/c3ccccc3Sc3ccc(Cl)cc32)CC1 do in these assays?
BCLXL inh: -1.2; GLD-1 TGE inh: 5.3; CIT2 TOR yeast: 83.0; CR mimetic SO: 108.9; AGP1 TOR yeast: 86.9; MCL1 BIM primary: 4.9; GRK2 inh: 0.0; VLA-4 inh: 10.0

What do the screens show for `CCc1c(C)sc(NC(=O)c2ccco2)c1C(=O)N1CCOCC1`?
BCLXL inh: 7.4; GLD-1 TGE inh: 6.8; MEX-5 binding: -2.4; CIT2 TOR yeast: 102.9; CR mimetic SO: 90.2; AGP1 TOR yeast: 99.3; MCL1 BIM primary: 8.7; GRK2 inh: 0.0; VLA-4 inh: 7.9

How did CC1CCCCC1NC(=O)Cn1c(CN2CCCCC2)nc2ccccc2c1=O (centres undefined) do in these assays?
BCLXL inh: 9.8; GLD-1 TGE inh: 2.9; MEX-5 binding: -6.0; CIT2 TOR yeast: 100.2; CR mimetic SO: 107.7; AGP1 TOR yeast: 100.4; MCL1 BIM primary: -0.3; GRK2 inh: 2.0; VLA-4 inh: -11.2

How did Cc1ccc(NC(=O)CSc2nnc(CCC(=O)O)c(=O)[nH]2)cc1 do in these assays?
BCLXL inh: 5.4; GLD-1 TGE inh: 4.1; MEX-5 binding: -1.3; CIT2 TOR yeast: 96.6; CR mimetic SO: 87.6; AGP1 TOR yeast: 99.9; MCL1 BIM primary: 6.8; GRK2 inh: 0.0; VLA-4 inh: -3.6

How did CCOc1ccc(CCNC(=O)C2CC(=O)N(Cc3ccc(C)cc3)C2)cc1OCC (centres undefined) do in these assays?
BCLXL inh: 3.7; GLD-1 TGE inh: -2.6; MEX-5 binding: -0.6; CIT2 TOR yeast: 92.0; CR mimetic SO: 100.5; AGP1 TOR yeast: 98.2; MCL1 BIM primary: 7.3; GRK2 inh: 0.0; VLA-4 inh: 0.4

What do the screens show for `CC(=O)Nc1ccc(NC(=O)COc2cc(C)cc3oc(=O)cc(C)c23)cc1`?
BCLXL inh: 11.4; GLD-1 TGE inh: -1.8; MEX-5 binding: -1.1; CIT2 TOR yeast: 93.4; CR mimetic SO: 74.1; AGP1 TOR yeast: 62.1; MCL1 BIM primary: 1.4; GRK2 inh: 0.0; VLA-4 inh: 6.8

What do the screens show for `COc1ccc(C2C(CC(=O)O)=C(Nc3ccccc3)C(=O)N2c2ccccc2)cc1` (centres undefined)?
BCLXL inh: 5.7; GLD-1 TGE inh: 7.1; MEX-5 binding: 0.6; CIT2 TOR yeast: 99.7; CR mimetic SO: 91.5; AGP1 TOR yeast: 89.1; MCL1 BIM primary: 7.2; GRK2 inh: 2.0; VLA-4 inh: -0.7

How did O=C(c1cc(-c2ccc(Br)cc2)on1)N1CCCC1 do in these assays?
BCLXL inh: -2.8; GLD-1 TGE inh: -4.4; MEX-5 binding: 0.3; CIT2 TOR yeast: 78.9; CR mimetic SO: 90.6; AGP1 TOR yeast: 93.2; MCL1 BIM primary: 2.0; GRK2 inh: 1.0; VLA-4 inh: 6.4

How did CC(C)(C)c1nnc(N/N=C/c2ccccc2)n(N)c1=O do in these assays?
BCLXL inh: 0.8; GLD-1 TGE inh: 2.5; MEX-5 binding: 0.3; CIT2 TOR yeast: 87.7; CR mimetic SO: 98.0; AGP1 TOR yeast: 93.4; MCL1 BIM primary: -1.0; GRK2 inh: 2.0; VLA-4 inh: 17.5

What do the screens show for `C/C(=N\NC(=O)C1(C)CC1(Br)Br)c1cccc(NC(=O)c2ccc(C)o2)c1` (centres undefined)?
BCLXL inh: 6.3; GLD-1 TGE inh: 9.2; MEX-5 binding: 0.0; CIT2 TOR yeast: 95.1; CR mimetic SO: 104.0; AGP1 TOR yeast: 92.5; MCL1 BIM primary: 3.5; GRK2 inh: 1.0; VLA-4 inh: -4.8

What do the screens show for `CNS(=O)(=O)c1ccc2c(c1)NC(=O)C1CCCN21` (centres undefined)?
BCLXL inh: 11.4; GLD-1 TGE inh: -2.6; MEX-5 binding: 3.6; CIT2 TOR yeast: 96.1; CR mimetic SO: 92.4; AGP1 TOR yeast: 95.4; MCL1 BIM primary: 12.9; GRK2 inh: 1.0; VLA-4 inh: 12.0

What do the screens show for `Cc1ccccc1OCC(=O)Nc1cccc(S(=O)(=O)NC2=NCCCCC2)c1`?
BCLXL inh: -3.8; GLD-1 TGE inh: 5.3; MEX-5 binding: 1.1; CIT2 TOR yeast: 104.8; CR mimetic SO: 98.9; AGP1 TOR yeast: 99.5; MCL1 BIM primary: -11.8; GRK2 inh: 0.0; VLA-4 inh: 0.6

Results for CCCC(=O)Oc1ccccc1C1SCc2cc(C)c(C)cc2CS1 ?
BCLXL inh: 2.5; GLD-1 TGE inh: -2.4; MEX-5 binding: -2.7; CIT2 TOR yeast: 93.1; CR mimetic SO: 91.5; AGP1 TOR yeast: 101.9; MCL1 BIM primary: 5.9; GRK2 inh: 2.0; VLA-4 inh: 4.0

Results for CC(C(=O)Nc1ccc(O)cc1)c1cccc(C(=O)c2ccccc2)c1 (centres undefined) ?
BCLXL inh: 0.2; GLD-1 TGE inh: 9.3; MEX-5 binding: 1.1; CIT2 TOR yeast: 100.7; CR mimetic SO: 96.7; AGP1 TOR yeast: 97.9; MCL1 BIM primary: -0.6; GRK2 inh: 0.0; VLA-4 inh: 7.4

High-throughput results: PubChem, several laboratories
